Lipid storage S3: qHTS Assay for Lipid Storage Modulators in Drosophila S3 Cells; AID 2685; Drosophila S3 cells, BODIPY lipid droplet fluorescence, 18-24 h; cells fed with added oleic acid; 0.64% of 320,000 active; lipid storage change, negative = inhibition, % at the top dose, mostly 46.1 µM; hits show Potency in µM; active = well fitted inhibition curve with a large enough effect in the signal ratio, with a control signal flat, not every such curve was filed as active; inconclusive = small, poorly fitted or top-dose-only effect, or effect the other way, or a change in a side signal; the % refers to the signal ratio
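Drosophila S3 cells loaded with oleic acid (400 uM, as added) and compounds at several concentrations; lipid droplets imaged by 488-nm laser-scanning cytometry, 500–530 nm intensity and object ratio to cell channel. Percent activity normalized to 20 uM Triacsin C.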
Lipid storage S3 cell count max: further read-out of Lipid storage S3, marked with its call; cell number change, %; measured here: cell count max response;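 cells counted by Cell Tracker Red CMTPX staining in the red channel; peak over a dose series mostly up to 46.1 µM; percent activity relative to internal control wells on each plate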
* = called active by the depositor; i = inactive; ? = inconclusive; / = no result given; [ ] = dose if it differs, or a comment. % is set by controls: 0 for no effect and ±100 for the full control effect; potency is the fitted concentration of half-maximal effect. Only part of the results is shown (hit frequency here may not be typical).

Each structure is followed by: Lipid storage S3 | Lipid storage S3 cell count max
- Cc1ccc2c(C)c(C(=O)Nc3c(C)n(C)n(-c4ccccc4)c3=O)oc2c1
 : 12% | 0
- Cc1ccc(CN2CCS(=O)(=O)CC2)o1
 : ? | /
- COc1ccc(CCNC(=O)C(=O)NCC2CCNCC2)cc1OC
 : -24% | -7
- Cc1cccc(CN2CCN(Cc3nc4c(s3)CCCC4)CC2CCO)n1 (stereo unspecified)
 : 4% | 0
- O=S(=O)(c1ccc(Br)cc1)N1CCN(Cc2ccco2)CC1
 : ? | /
- CN(C)c1ccc(C2N(C(=O)N3CCOCC3)CCN2S(=O)(=O)c2ccccc2)cc1 (stereo unspecified)
 : ? | /
- FC(c1nc2ccccc2[nH]1)C(F)(F)F (stereo unspecified)
 : 18%[9.22 µM] | 5
- O=C(O)c1ccccc1Sc1c([N+](=O)[O-])cc(C(F)(F)F)cc1[N+](=O)[O-]
 : ? | /
- CC(OC(=O)C1CCCO1)C(=O)NC1CCCC1 (stereo unspecified)
 : ? | /
- CCCc1cc(-c2[nH]ncc2-c2ccc3c(c2)OCCCO3)c(O)cc1OC
 : ? | /
- CCNC(=O)C(=O)Nc1ccc2c(c1)N(S(=O)(=O)c1cccs1)CCC2
 : ? | /
- CCCCc1ccc(N=N/C(C(=O)Nc2ccccc2OC)=C(/C)O)cc1
 : ? | /
- C=CCSc1ccccc1C(=O)Nc1ncn[nH]1
 : ? | /
- COc1ccc(CC(=O)O/N=C(\N)c2ccc(OC)cc2)cc1
 : ? | /
- CN(Cc1cccs1)CC(O)COCc1ccco1 (stereo unspecified)
 : 11% | /
- Nc1nc(NCCO)nc(NC2CCCCC2)c1[N+](=O)[O-]
 : -2% | -2
- O=C(O)c1ccc(/C=N/Nc2nnnn2-c2ccccc2)cc1
 : ? | /
- Cc1ccc(-n2nc3ccc(NC(=O)C(C)C)cc3n2)cc1
 : ? | /
- CCOC(=O)N1CCN(C(=O)c2ccc(N(C)S(C)(=O)=O)cc2)CC1
 : 17% | -8
- C=COC(=O)CSc1nc(-c2cccs2)ccc1C#N
 : ? | /
- CCOC(=O)c1ccc(N2C=C(C(=O)OC)C(c3ccc(OC)c(O)c3)C(C(=O)OC)=C2)cc1
 : 12% | 1
- COC(=O)c1cc(NC(=S)Nc2cc(Cl)cc(Cl)c2)cc(C(=O)OC)c1
 : ? | /
- Cc1cnc(NC(=O)C2CCC(C(C)(C)C)CC2)s1 (stereo unspecified)
 : i | 21
- c1ccc2sc(Cc3nnc4n3CCCCC4)nc2c1
 : 1% | 2
- c1ccc(-n2c3ccccc3c3ccccc32)cc1
 : 1% | 1
- CCC(C)(C(=O)Nc1c(C)cccc1C)N(C)C(=O)c1ccc2ccccc2n1 (stereo unspecified)
 : ? | /
- O=C(CN1CCCCCCC1)N/N=C/c1ccc(F)cc1F
 : 2% | 0
- Cn1c(CN2CCCC2)nc2cc(NC(=O)C3CCCCC3)ccc21
 : 11% | 3
- CCc1ccc(NC(=O)CN(C)S(=O)(=O)c2ccc3[nH]c(=O)oc3c2)cc1
 : i | 4
- C=CCn1c(C)cc(C(=O)Cn2c(C(C)O)nc3ccccc32)c1C (stereo unspecified)
 : -14% | /
- Cc1cccc(NC(=O)C2CC(=O)n3ncnc3N2)c1 (stereo unspecified)
 : ? | /
- O=[N+]([O-])c1ccc(-c2csc(N3CCCCCC3)n2)cc1
 : ? | /
- CN(CC(=O)Nc1ccccc1C(=O)NC1CC1)Cc1cccs1
 : i | -16
- O=C(COc1ccc(F)cc1)Nc1cc(S(=O)(=O)N2CCCCC2)ccc1N1CCCCC1
 : ? | /
- COc1ccc(OCC(=O)Nc2ccc(S(=O)(=O)N3CCOCC3)cc2)cc1
 : 19% | 2
- O=S(=O)(c1ccc(C2CCCCC2)cc1)N1CCCC1
 : ? | /
- CCCNCc1cc(OCC)c(OCC(=O)Nc2ccccc2)cc1Br
 : ? | /
- Cc1cc(-n2c(C)cc(C(=O)CN3C(=O)NC4(CCCCCC4)C3=O)c2C)no1
 : ? | /
- CCc1ccc(S(=O)(=O)/N=C2\C=C(Nc3ccc(C(=O)O)cc3)C(=O)c3ccccc32)cc1
 : ? | /
- Cc1sc(NC(=O)CSc2nnc3scc(-c4ccccc4)n23)c(C#N)c1C
 : ? | /
- COC(=O)c1ccc(C(=O)N2CCCC(Nc3ccc(C(C)C)cc3)C2)nc1 (stereo unspecified)
 : ? | /
- COc1ccccc1/C=C(/CC(=O)NCc1ccccc1)c1nc2ccccc2s1
 : 2% | 5
- CSCC[C@H](NC(=O)N1CCn2c1nc1ccccc12)C(=O)NCc1ccco1
 : -20% | 9
- Clc1ccc(N2CCOCC2)nn1
 : ? | /
- Cc1cc(C)c2cc(CN(CCN(C)C)C(=O)Nc3ccccc3Cl)c(=O)[nH]c2c1
 : 13% | 5
- C=CCn1c(SCC(=O)NCc2ccco2)nnc1C1CCCCC1
 : ? | /
- O=C(CN1CCSCC1)N/N=C/c1ccc(Cl)cc1
 : ? | /
- CC(C)(C)N(Cc1cc2ccccc2[nH]c1=O)C(=O)c1cccc([N+](=O)[O-])c1
 : ? | /
- O=[N+]([O-])c1cccc(-c2nnc(CNC3CC3)o2)c1
 : ? | /
- Cc1cccn2c(=O)c3cc(C(=O)NCCc4ccccc4)c(=N)n(CC4CCCO4)c3nc12 (stereo unspecified)
 : ? | /
- C=CCN(CC=C)Cc1nc(N)nc(Nc2ccccc2C)n1
 : ? | /
- O=C(CCC1CCCN(C(=O)c2ccsc2)C1)NCc1ccc(F)c(F)c1 (stereo unspecified)
 : -10% | 1
- O=C(NCCCN1CCOCC1)C(=O)N/N=C/c1ccccc1Cl
 : ? | /
- CC1CCC(NC(=O)c2cccc(S(=O)(=O)NCc3ccccc3)c2)CC1 (stereo unspecified)
 : ? | /
- Cc1cc(N2CCC(C(=O)NCC3CC3)CC2)nc(-c2ccccc2)n1
 : 11% | -6
- CC(C)[C@H](NC(=O)C1(c2ccccc2)CCN(C(=O)OC(C)(C)C)CC1)C(=O)O
 : -2% | 0
- O=C(N=C1SC2CS(=O)(=O)CC2N1c1ccc(Br)cc1F)C1CC1 (stereo unspecified)
 : i | -3
- Nc1ccc(N=Nc2ccccc2Cl)c(N)n1
 : ? | /
- N#CCCCN1C(=O)C(=C(C#N)C#N)c2ccccc21
 : ? | /
- Cc1noc(C)c1COC(=O)CCc1ccc(S(=O)(=O)N2CCCCC2)cc1
 : ? | /

Next part.
smiles	Lipid storage S3	Lipid storage S3 cell count max
Cc1cc(=O)[nH]c(NN=C(CC(C)C)CC(C)C)n1	-2%	0
Cc1ccccc1N1CC(C(=O)Nc2ccncc2)CC1=O (stereo unspecified)	i	/
Cc1cccc(Cn2cnc3c(nnn3Cc3ccc(Cl)cc3)c2=O)c1	12%	-9
COc1ccc(C(=O)OCC(=O)NCC2CCCO2)cc1S(=O)(=O)N1CCCc2ccccc21 (stereo unspecified)	?	/
O=c1[nH]n2c(C(F)(F)F)cc(C3CC3)nc2c1N=Nc1ccccc1	-2%	-9
CN(C)CCNC(=S)Nc1ccccc1C(C)(C)C	-17%	-4
CCOC(=O)C(C)Oc1ccccc1C1NC(=O)NC(C)=C1C(=O)Nc1ccc(C)c(C)c1 (stereo unspecified)	?	/
CC(Cn1nnc2ccccc21)C(=O)O (stereo unspecified)	?	/
C=CCc1cccc(/C=N/c2ncn[nH]2)c1O	i	-2
N#CCCN(C(=S)NC(=O)c1ccco1)c1ccccc1F	?	/
COc1ccc(-n2c(=S)[nH]c3cc(C(=O)Nc4ccccc4OC)ccc3c2=O)c(OC)c1	?	/
CCc1cc(=O)[nH]c(SCCc2ccccc2)n1	?	/
Cc1cccc(N=c2oc3cc(O)ccc3cc2C(N)=O)c1	18%	2
S=c1nc(-c2cccc(Cl)c2)[nH][nH]1	3%	14
CC1CCCN(S(=O)(=O)c2ccc3c(c2)C(C)(C)C(=O)N3C)C1 (stereo unspecified)	?	/
O=C(Nc1cc(S(=O)(=O)N2CCOCC2)ccc1N1CCOCC1)C1CCCO1 (stereo unspecified)	?	/

Entries of single compounds from above.
`CC(C)(C)N(Cc1cc2ccccc2[nH]c1=O)C(=O)c1cccc([N+](=O)[O-])c1` across the screens: Lipid storage S3: ?; Lipid storage S3 cell count max: /
`O=C(O)c1ccccc1Sc1c([N+](=O)[O-])cc(C(F)(F)F)cc1[N+](=O)[O-]` across the screens: Lipid storage S3: ?; Lipid storage S3 cell count max: /

Going on with the list.
smiles	Lipid storage S3	Lipid storage S3 cell count max
Cc1c(OCc2nn[nH]n2)ccc2c(-c3ccccc3)cc(=O)oc12	?	/
Cc1cc(C)nc(NC(=O)c2cccc([N+](=O)[O-])c2C)n1	?	/
COc1ccc(CN(C(=O)/C=C/c2ccco2)C2CCS(=O)(=O)C2)cc1 (stereo unspecified)	8%	5
CCN(CC)S(=O)(=O)c1ccc(N2CCN(C)CC2)c(NC(=O)Nc2ccc(C)cc2)c1	?	/
COc1cc(C)nc(Oc2ccc(=O)n(C)n2)n1	17%	11
O=C(COc1cc(F)ccc1[N+](=O)[O-])Nc1ccc2c(c1)OCO2	?	/
CC(C)(C)c1ccccc1NC(=O)Cn1c(=O)cnc2ccccc21	i	/
CN(CC(=O)Nc1ccncc1)S(=O)(=O)c1ccc(Br)cc1	?	/
NC(=O)C1CCN(Cc2nc3ccccc3c(=O)[nH]2)CC1	?	/
O=C(Nc1ccccc1N1CCOCC1)c1ccccc1NS(=O)(=O)c1ccc(F)cc1	?	/
CCOc1cc(NC(=S)NCC2CCCO2)c(OCC)cc1NC(=O)c1cccc(F)c1 (stereo unspecified)	?	/
O=C(NCc1cccnc1)C1CC(=O)N(C2CCCCC2)C1 (stereo unspecified)	?	/
COc1cccc(-n2cc(CNC(=O)C3CCC(=O)N(C4CC4)C3)cn2)c1 (stereo unspecified)	?	/
COc1cc(CNn2cn[nH]c2=S)cc(Cl)c1OCc1ccccc1	?	/
COc1ccc(NC(=O)CN(C)C(=O)c2cccc(S(=O)(=O)Nc3ccccc3Cl)c2)cc1	?	/
Nn1c(Cc2ccccc2F)nnc1SCCOc1ccc(Cl)cc1	?	/
Cc1ccc(/C=N/N=C/c2ccc(C)cc2)cc1	15%	-17
CC(CC(=O)Nc1ccc(Cl)c([N+](=O)[O-])c1)c1ccccc1 (stereo unspecified)	?	/
CCOc1ccc(-n2c(=O)c3c(C)c(C(=O)N(C)C)sc3n(CC(=O)Nc3ccccc3F)c2=O)cc1	-4%	2
Cc1ccc(-c2nsc(SCC(=O)Nc3ccc4c(c3)OCO4)n2)cc1	13%	-3
Cc1cc(C)c(OCCN2CCCC2)c(Cl)c1	?	/
CC(C)(CC(=O)O)CC(=O)Nc1ccccc1Oc1ccccc1	?	/
Cc1[nH]c2ccccc2c1Cc1n[nH]c(=S)o1	?	/
Cc1cccc(N2CCN(c3cccc(C)c3)C2c2cccnc2)c1	i	4

4 compounds picked at random from those above, as already listed:
smiles	Lipid storage S3	Lipid storage S3 cell count max
COc1ccccc1/C=C(/CC(=O)NCc1ccccc1)c1nc2ccccc2s1	2%	5
Cc1noc(C)c1COC(=O)CCc1ccc(S(=O)(=O)N2CCCCC2)cc1	?	/
Nc1ccc(N=Nc2ccccc2Cl)c(N)n1	?	/
CCOC(=O)c1ccc(N2C=C(C(=O)OC)C(c3ccc(OC)c(O)c3)C(C(=O)OC)=C2)cc1	12%	1

Ordered by value in Lipid storage S3 cell count max (highest first): 3 of the compounds above
Molecule	Lipid storage S3 cell count max
Cc1cccc(N2CCN(c3cccc(C)c3)C2c2cccnc2)c1	4
Cc1ccc(-c2nsc(SCC(=O)Nc3ccc4c(c3)OCO4)n2)cc1	-3
Cc1ccc(/C=N/N=C/c2ccc(C)cc2)cc1	-17

(more compounds)
smiles	Lipid storage S3	Lipid storage S3 cell count max
Cc1ccc(C(=O)OCC(=O)NC2CCCCC2)s1	?	/
Cc1ccccc1NC(=O)Cc1nnc(SCC(=O)c2ccc(Br)cc2)n1C	?	/
CCSC1=NN2CCS(=O)(=O)N=C2S1	?	/
NNS(=O)(=O)c1ccc(Cc2ncc(C(F)(F)F)cc2Cl)s1	i	8
COc1ccc(Oc2c(Cl)cnn(-c3ccccc3)c2=O)cc1	4%	-18
COc1cc(/C=C(\NC(C)=O)C(=O)Nc2ccc(NC(C)=O)cc2)ccc1OC(C)=O	i	1
Cc1ccc(C)c(NC(=O)CN(C)C(=O)c2cccc(S(=O)(=O)N3CCN(Cc4ccccc4)CC3)c2)c1	-20%	2
CCc1c(C)nc2cc(-c3cccc(Br)c3)[nH]n2c1=O	?	/
CCC(=O)Nc1c(S(=O)(=O)c2ccc(C)cc2)c2nc3ccccc3nc2n1C(C)c1ccccc1 (stereo unspecified)	-11%	-6
CCC(C)N1CC(=O)N2Cc3[nH]c4ccccc4c3C[C@H]2C1=O (stereo partly specified)	i	/
CC1(C(=O)OCC(=O)Nc2nnc(-c3ccccc3)o2)CC1(Cl)Cl (stereo unspecified)	?	/
COc1ccccc1C(=O)Nc1ccccc1C(=O)NCc1ccco1	9%	/
CCOC(=O)c1ccc(NC(=O)c2cccc(C)c2[N+](=O)[O-])cc1	14%	11
COc1cccc(-c2nn(-c3ccccc3)cc2/C=C\C(=O)c2cccs2)c1	?	/
O=C(NNc1ccccc1[N+](=O)[O-])Nc1ccc(Cl)c(Cl)c1	?	/
NNC(=O)CSc1nnc(-c2ccccc2)n1-c1ccccc1	0%	3
COCCCNC(=O)CSc1ccsc1[N+](=O)[O-]	?	/
COc1ccc(C(=O)Nc2nnc(Cc3ccc(OC)c(OC)c3)s2)cc1	i	/
COC(=O)c1ccc2[nH]c3cccc(/C(=C/c4ccccc4)c4ccccc4)c3c2c1	i	-24
N#Cc1c(N)nc2c(c1-c1ccncc1)CCCCC2	?	/
